Source: PubChem BioAssay
GLP1R cytotox = qHTS of GLP-1 Receptor Inverse Agonists: Cytotox Screen. Potency, µM (series often up to 38.3 µM), without a hit: at the top dose activity change, negative = inhibition, actives largely listed as inhibitors. HEK293 cAMP-luciferase reporter cells, luminescence, 24 h. actives 0.13% (n = 410,000). AID 624418, 2012;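 also: loss of luciferase light is scored as toxicity; % is scaled to controls: 0 for no effect and ±100 for the full control effect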
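Compound-treated cells are incubated 24 hr at 37 deg C under 5% CO2 after a 12 hour attachment period, then luciferase detection reagent is added and luminescence is measured following 12 min at room temperature; lowered signal indicates toxicity.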
HT1080 IDH1KD tx = qHTS for induction of synthetic lethality in tumor cells producing 2HG: qHTS for the HT-1080-IDH1KD cell line; HT-1080 IDH1 knockdown viability, ATP luminescence, 48 h; Potency, µM (doses to about 46.1 µM), for inactives: top-dose activity, negative = toxicity, actives largely listed as cytotoxic; AID 686971, 2013; actives 2% (n = 360,000);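 also: 0% = DMSO wells and -100% = cell-free medium wells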
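Using the IDH1-knockdown HT-1080 line run in the same batch and compound series as the NT line, viability after 48 h at 37 °C was determined by CellTiter-Glo luminescence and expressed as % activity.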
GLP-1R agonist = qHTS of GLP-1 Receptor Agonists; Glucagon-like peptide 1 receptor (Homo sapiens), P43220; HEK293 GLP-1R CRE-luciferase, luminescence, 4-6 h; cells express a hypersensitive GLP-1R form; Potency, µM (titrated, usually from 45.6 µM), for inactives: top-dose activation, usual class: activators; actives 0.007% (n = 380,000); also: % of control where 0% means no effect
Target sequence (P43220 whole entry, looked up): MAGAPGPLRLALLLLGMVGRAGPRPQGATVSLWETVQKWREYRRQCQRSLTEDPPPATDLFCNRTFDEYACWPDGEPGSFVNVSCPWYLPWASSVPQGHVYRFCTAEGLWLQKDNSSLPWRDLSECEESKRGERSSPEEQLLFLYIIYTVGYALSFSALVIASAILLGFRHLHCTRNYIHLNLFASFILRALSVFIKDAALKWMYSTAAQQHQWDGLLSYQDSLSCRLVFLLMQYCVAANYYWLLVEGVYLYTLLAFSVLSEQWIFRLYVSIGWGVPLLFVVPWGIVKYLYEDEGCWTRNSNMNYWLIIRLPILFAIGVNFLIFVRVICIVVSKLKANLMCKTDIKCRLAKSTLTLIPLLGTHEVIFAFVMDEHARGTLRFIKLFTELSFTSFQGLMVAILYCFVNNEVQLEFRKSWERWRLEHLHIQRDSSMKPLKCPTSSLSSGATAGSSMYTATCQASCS
HT1080-NT tox = qHTS for induction of synthetic lethality in tumor cells producing 2HG: qHTS for the HT-1080-NT fibrosarcoma cell line; HT-1080-NT fibrosarcoma viability, CellTiter-Glo ATP luminescence, 48 h; Potency, µM (series often up to 46.1 µM), for the others: at the top dose activity, negative = less viability, hits mostly cytotoxic; actives 1.6% (n = 360,000);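 also: NT is the 2HG producing partner of a matched IDH1 knockdown line; 0% = DMSO-treated cells and -100% = media-only wells without cells; nearly all actives have a fitted effect of over 55% in size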
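A 48-hour cytotoxicity screen used HT-1080-NT cells plated 2 hours before compound delivery. ATP-based CellTiter-Glo luminescence measured viability, normalized to DMSO and no-cell controls.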
KB-3-1 cytotox = qHTS assay for MDR1-selective chemotherapeutics: Primary screen using the parental adenocarcinoma cell KB-3-1 | KB-3-1 viability, CellTiter-Glo ATP luminescence, 72 h | Potency, µM (top dose mostly 46.1 µM), inactives show at the top dose activity change, negative = cytotoxic, hits mostly cytotoxic | actives 1.4% (n = 400,000) | AID 1347075, 2019; also: % is scaled to controls: 0 for no effect and ±100 for the full control effect; nearly all actives have a fitted effect of over 60% in size
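Cytotoxicity measured as CellTiter-Glo luminescence after 72 h at 37 C. Compound titrations were pinned onto drug-naive KB-3-1 parental adenocarcinoma cells grown in DMEM with 10% FBS, and normalized data fitted to concentration-response curves.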
GLP-1R inv ag = qHTS of GLP-1 Receptor Inverse Agonists (Inhibition Mode). Glucagon-like peptide 1 receptor (Homo sapiens), P43220. HEK293 GLP-1R CRE-luciferase, luminescence, 24 h; GLP-1R form is constitutively active. Potency, µM (top dose mostly 38.3 µM), for the others: at the top dose activity change, negative = inhibition, hits mostly inhibitors. actives 1.6% (n = 410,000). AID 624417, 2012; also: % is scaled to controls: 0 for no effect and ±100 for the full control effect; nearly all actives have a fitted effect of over 55% in size
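Stable HEK293 clone (constitutively active GLP-1R + cAMP-response luciferase); 200 cells/uL plated, 12 h pre-culture, compound 24 hr, 37 deg C/5% CO2; detection reagent 12 min RT; luminescence.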
TDP43 rescue = qHTS of TDP-43 Inhibitors | AID 652104, 2013 | Potency, µM (doses to about 46.1 µM), for the others: top-dose growth rescue (activation), usual class: activators | actives 1.8% (n = 410,000) | TDP-43 expressing yeast growth rescue, BacTiter-Glo, 24 h; also: % of control where 0% means no effect; nearly all actives have a fitted effect of over 50% in size
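Yeast expressing TDP-43 (pregrown in raffinose, seeded at OD600=0.02 in galactose medium) exposed to compounds 24 hr at 30 deg C. Growth read by BacTiter-Glo luminescence; rescue of toxicity appears as increased signal.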
KB-V1 cytotox = qHTS assay for MDR1-selective chemotherapeutics: Primary screen using the drug-selected MDR subline cells KB-V1; Potency, µM (highest dose often 46.1 µM), for inactives: at the top dose activity change, negative = cytotoxicity, usual class: cytotoxic; actives 3.4% (n = 400,000); AID 1347076, 2019; KB-V1 MDR cells viability, CellTiter-Glo, 72 h; also: % is scaled to controls: 0 for no effect and ±100 for the full control effect; nearly all actives have a fitted effect of over 60% in size
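qHTS viability screen in drug-selected KB-V1 MDR cells: 72 h compound treatment at 37 degrees C, ATP luminescence end point.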
SW480 rerep = A quantitative high throughput screen for small molecules that induce DNA re-replication in SW480 colon adenocarcinoma cells; AID 624297, 2012; SW480 DNA re-replication, Hoechst DNA content imaging, 48 h; actives 1.8% (n = 340,000); Potency, µM (highest dose often 46.1 µM), for the others: at the highest dose re-replication activation, actives largely listed as activators; also: % of control where 0% means no effect; nearly all actives have a fitted effect of over 55% in size
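Per well, 250 cells were exposed to pinned compound for 48 hr. Nuclear DNA was visualised with Hoechst (40 min, 37 C) and total object intensity recorded by fluorescence scanning.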
Starred values were filed as active, the others as inactive; u = inconclusive; x = no result given; [ ] = remark or other dose. Calls follow the shape of the dose curve; as a rule, active = well fitted curve in the direction sought with a large enough effect; inconclusive = small, poorly fitted or top-dose-only effect, or another doubt; inactive = no such curve, though single readings can be large; an effect the other way counts as inactive or inconclusive. Potency is read from the fitted curve at half-maximal effect.

SMILES | GLP1R cytotox | HT1080 IDH1KD tx | GLP-1R agonist | HT1080-NT tox | KB-3-1 cytotox | GLP-1R inv ag | TDP43 rescue | KB-V1 cytotox | SW480 rerep
N/C(COc1ncn(-c2ccccc2)n1)=N\S(=O)(=O)c1ccc(Cl)cc1Cl | 2% | -19% | 17% | -3% | 15% | -26% | -15% | -16% | -1%
CCN(CC(=O)NCc1cccs1)C(=O)c1cccc(S(=O)(=O)N(C)C)c1 | 15% | 19% | -5% | 1% | 0% | 0% | 0% | 7% | -7%
Cc1ccc(S(=O)(=O)N2CCC(C(=O)NNC(=O)c3ccccc3O)CC2)cc1 | 16% | u | -7% | -26% | u | -9% | 15% | u | u
CCN1CCN(c2ccc(S(=O)(=O)N3CCCCC3)cc2NC(=O)Cc2ccc(OC)cc2)CC1 | -31% | u | -2% | u | -11% | u | -21% | -24% | 0%
Cc1c(-c2ccccc2)c(-c2ccc(OCCN(C)C)cc2)n2ccccc12 | -39% | -20% | 0% | -7% | 2% | u | -30% | 9% | u
CCN=C(Nc1ccc(Cl)cc1)c1cccnc1 | -4% | 15% | 2% | 21% | -1% | 2% | -5% | -15% | -9%
O=C(Nc1nnc(-c2ccc3c(c2)OCCO3)o1)c1ccc(Cc2ccccc2)cc1 | 11% | -1% | 1% | 2% | u | 2% | u | -18% | -4%
O=C(COC(=O)c1cc(S(=O)(=O)N2CCOCC2)ccc1Cl)c1ccc[nH]1 | 1% | -7% | -3% | 2% | -5% | -12% | -10% | -20% | x
O=C1CC(c2ccco2)Cc2nc(Nc3nc(-c4ccccc4)c4ccccc4n3)ncc21 (stereo not given) | 19% | 1% | 4% | -11% | u | -15% | 17% | u | 16%
CCN(CC)CCN(C)Cc1ccc(Br)cc1 | 10% | 0% | -3% | 7% | -5% | 9% | 2% | 1% | 0%
CC(C)CCNC(=O)c1ccc(NC(=O)C2=CSCCO2)cc1 | 8% | -3% | 5% | 0% | 2% | -3% | 8% | 1% | 0%
C/C(=N\NC(=O)CCCC(=O)O)c1c(-c2ccccc2)c2cc(Cl)ccc2[nH]c1=O | -7% | 11% | 1% | -22% | -2% | 3% | 3% | 9% | -64%[inhibitor]
O=C1C(=O)N(CCO)C(c2ccc(Br)cc2)/C1=C(\O)c1ccccc1 (stereo not given) | 8% | -4% | -6% | -2% | 0% | -5% | 6% | u | 18%
COC(=O)c1ccc(CSc2nnc(NC(=O)C3CCCO3)s2)cc1 (stereo not given) | 9% | 4% | 0% | 9% | -3% | 5% | 12% | 24% | 0%
O=C(c1ccc(Br)cc1)N1CCCc2ccccc21 | -4% | -19% | 7% | -6% | 8% | u | u | 0% | 2%
CCN(C)C1CN(Cc2cn(Cc3cccc(C(F)(F)F)c3)nn2)S(=O)(=O)C1 (stereo not given) | 5% | 6% | 11% | 18% | 10% | 13% | 12% | u | x
Cc1ccc(C2SCC(C(=O)O)N2C(=O)c2ccc(F)cc2)cc1 (stereo not given) | -3% | 1% | -2% | 1% | 0% | 9% | 23% | 3% | 14%
C(=NOCCc1ccccc1)c1ccccn1 | 5% | 21% | 15% | 1% | 3% | -1% | 0% | 17% | -3%
CCOc1ccc(NC(=O)c2oc3ccccc3c2NC(=O)c2c(F)cccc2F)cc1 | 0% | x | 1% | x | -2% | u | -3% | -21% | x
Cc1ccc(Cn2c(=O)oc3ccccc32)cc1 | 5% | -6% | 0% | -10% | 2% | u | 14% | u | -4%
CCOc1ccc(S(=O)(=O)NNC(=S)Nc2ccc(Br)cc2)cc1 | 15% | 20% | -14% | 4% | 2% | -10% | 22% | -24% | -3%
O=C(CCc1ccccc1)Nc1ccc(NC(=O)C2CC2)nc1 | -2% | 1% | 0% | 14% | -4% | 0% | -16% | -9% | -5%
Cc1ccccc1CS(=O)(=O)Cc1ccc(C(=O)NC2CCCC2)o1 | -17% | 1% | 6% | 4% | -4% | -26% | -16% | -5% | u
Cc1ccc(S(=O)(=O)N2C[C@H]3C(=O)C[C@@H](c4ccc(Cl)cc4)N(S(=O)(=O)c4ccccc4C)[C@H]3C[C@H]2c2ccccc2)cc1 | -10% | 7% | -3% | 3% | -8% | u | 0% | 6% | x
CCn1c(CNc2ccc(F)cc2)nnc1SCC#N | 0% | 20% | 11% | 23% | -1% | -11% | -25% | 5% | 7%
Nc1nc(Cl)cc(NCCc2ccc(O)cc2)n1 | -2% | -12% | 35% | -2% | -25% | 122%[activator] | -25%[9.22 µM] | 0% | -13%
O=C(c1ccc2ccccc2c1)C1CCCN(C(=O)CCn2cnnn2)C1 (stereo not given) | -1% | 2% | -4% | 8% | 14% | 14% | -3% | 0% | -5%
CSc1ccccc1OCc1cc(C(=O)N(C)CCn2nc(C)cc2C)no1 | 1% | -7% | 5% | 14% | 10% | u | 0% | -18% | u
CN1CCN(C(=O)/C=C\C(=O)O)CC1 | 3% | 8% | -3% | 19% | 8% | 12% | -14% | 0% | -5%
CN1CCN(C2=Cc3ccccc3Sc3cc(F)ccc32)CC1 | u | u | 5% | 16µM* | u | u | 5% | u | -6%

Record cards, from the list above. Values in the order: GLP1R cytotox | HT1080 IDH1KD tx | GLP-1R agonist | HT1080-NT tox | KB-3-1 cytotox | GLP-1R inv ag | TDP43 rescue | KB-V1 cytotox | SW480 rerep
Entry for Cc1ccc(S(=O)(=O)N2C[C@H]3C(=O)C[C@@H](c4ccc(Cl)cc4)N(S(=O)(=O)c4ccccc4C)[C@H]3C[C@H]2c2ccccc2)cc1 : -10% | 7% | -3% | 3% | -8% | u | 0% | 6% | x
Entry for CN1CCN(C2=Cc3ccccc3Sc3cc(F)ccc32)CC1 : u | u | 5% | 16µM* | u | u | 5% | u | -6%
Entry for C(=NOCCc1ccccc1)c1ccccn1 : 5% | 21% | 15% | 1% | 3% | -1% | 0% | 17% | -3%

The listing picks up; the 3 compounds before the break are reprinted first.
SMILES | GLP1R cytotox | HT1080 IDH1KD tx | GLP-1R agonist | HT1080-NT tox | KB-3-1 cytotox | GLP-1R inv ag | TDP43 rescue | KB-V1 cytotox | SW480 rerep
CSc1ccccc1OCc1cc(C(=O)N(C)CCn2nc(C)cc2C)no1 | 1% | -7% | 5% | 14% | 10% | u | 0% | -18% | u
CN1CCN(C(=O)/C=C\C(=O)O)CC1 | 3% | 8% | -3% | 19% | 8% | 12% | -14% | 0% | -5%
CN1CCN(C2=Cc3ccccc3Sc3cc(F)ccc32)CC1 | u | u | 5% | 16µM* | u | u | 5% | u | -6%
CCOC(=O)C1CCCN(C(=O)COc2ccccc2O)C1 (stereo not given) | -1% | 18% | 0% | 15% | -1% | 1% | 1% | 27% | -10%
CCCS(=O)(=O)N1CCCC(C(=O)NCCc2ccccc2)C1 (stereo not given) | 2% | 4% | 7% | 13% | 1% | -6% | -6% | 11% | 0%
CCOC(=O)c1c(C)sc2c1N(C(=O)CN(CC)CC)c1cc(Cl)ccc1S2 | u | u | -36%[inhibitor] | u | u | u | -9% | -6% | 11%
O=[N+]([O-])c1cc(C(F)(F)F)cc([N+](=O)[O-])c1NN=C1CCCCC1 | 4% | 0% | -2% | -1% | -3% | 12% | 10% | u | -1%
CCC(C)NC(=O)c1c(-c2cc(Cl)c(OC)c(Cl)c2)noc1C (stereo not given) | 9% | -1% | 0% | 0% | 0% | -32% | 17% | u | -11%
CCN(CC)S(=O)(=O)c1ccc(N2CCCC2)c(NC(=O)c2ccncc2)c1 | 8% | -1% | -2% | 0% | 22% | 14% | -13% | u | -4%
COc1cccc(OCC(=O)Nc2nnc3n2CCS3)c1 | 1% | x | -4% | x | 17% | -13% | 23% | 0% | x
CCn1c(SC)nc2c(c1=O)SC(C)C2 (stereo not given) | 2% | 2% | 13% | 8% | -6% | 36% | -4% | -13% | -17%
Cn1c(=O)c(C#N)c(-c2ccc(F)cc2)c2cc(C(=O)c3cc(Cl)cc(Cl)c3O)cnc21 | u | u | -5% | u | u | u | -22% | 8% | 8%
Cc1cccc(NC(=O)N(Cc2cc3cc(C)ccc3[nH]c2=O)CC2COCCO2)c1 (stereo not given) | -3% | -17% | 4% | -22% | -4% | -18% | -3% | u | 12%
CCOc1ccc(-c2ccc3nnc(SCC(=O)NCC4CCCO4)n3n2)cc1 (stereo not given) | -13% | 0% | -6% | 3% | 14% | 15% | -3% | -6% | 0%
COCCNC(=O)C(=O)N/N=C(\C)CC(=O)Nc1ccc(Cl)cc1Cl | -15% | 9% | -33%[inhibitor] | 8% | -3% | u | 11% | -26% | 1%
COc1ccc(NC(=O)c2ccc3c(c2)S(=O)(=O)N=C2CCCCCN23)cc1S(N)(=O)=O | 2% | 7% | 1% | 3% | -1% | 15% | 9% | 26% | u
Cc1ccc(-c2nc(Nc3cccc(C)c3)sc2CC(=O)O)cc1 | 65%[activator] | -3% | 7% | -6% | 0% | u | 11% | -25% | u
COc1cc(C=O)cc(Cl)c1OC(=O)N1CCOCC1 | 3% | 2% | 4% | 0% | 8% | 4% | -11% | 11% | 2%
CCOc1ccc(/C=N/n2c(C)nc3ccccc3c2=O)cc1 | u | 2% | -4% | 0% | -11% | 13% | -13% | -11% | -11%
CC(C)OCCCNC(=O)C1CC(=O)N(CCc2ccc(F)cc2)C1 (stereo not given) | 9% | 1% | -4% | 0% | u | 1% | -18% | u | 0%
O=C(CCCn1cnc([N+](=O)[O-])n1)Nc1cccc2ccccc12 | -2% | 3% | 7% | 6% | 15% | 12% | 7% | 0% | -11%
